Source: PubChem BioAssay
dFosB act = activators of delta FosB homodimer, primary screen, biochemical, fluorescence polarization, TAMRA-CDK5 oligo, single point; Protein FosB (Mus musculus), P13346; purified delta FosB; percent of positive-control signal above neutral wells; activation, % at 25 µM; actives 0.99% (n = 340,000); AID 493131, 2011;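 active = mean activation above about 17%, with every replicate also reaching it, limit read from the data, passing the limit was not always enough; inconclusive = only one of the two conditions met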;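 also: fluorescence polarization rise as delta FosB binds a TAMRA Cdk5 AP-1 oligo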
NSD2 HMT inh = NSD2 histone methyltransferase inhibitors, primary screen, biochemical, AlphaScreen, single concentration, set 2 | Histone-lysine N-methyltransferase NSD2 (Homo sapiens), O96028 | actives 0.54% (n = 310,000) | NSD2 peptide methylation, 120 min | inhibition, % at 12.5 µM; in the data active = inhibition above about 50%
Target sequence (O96028 whole entry, looked up): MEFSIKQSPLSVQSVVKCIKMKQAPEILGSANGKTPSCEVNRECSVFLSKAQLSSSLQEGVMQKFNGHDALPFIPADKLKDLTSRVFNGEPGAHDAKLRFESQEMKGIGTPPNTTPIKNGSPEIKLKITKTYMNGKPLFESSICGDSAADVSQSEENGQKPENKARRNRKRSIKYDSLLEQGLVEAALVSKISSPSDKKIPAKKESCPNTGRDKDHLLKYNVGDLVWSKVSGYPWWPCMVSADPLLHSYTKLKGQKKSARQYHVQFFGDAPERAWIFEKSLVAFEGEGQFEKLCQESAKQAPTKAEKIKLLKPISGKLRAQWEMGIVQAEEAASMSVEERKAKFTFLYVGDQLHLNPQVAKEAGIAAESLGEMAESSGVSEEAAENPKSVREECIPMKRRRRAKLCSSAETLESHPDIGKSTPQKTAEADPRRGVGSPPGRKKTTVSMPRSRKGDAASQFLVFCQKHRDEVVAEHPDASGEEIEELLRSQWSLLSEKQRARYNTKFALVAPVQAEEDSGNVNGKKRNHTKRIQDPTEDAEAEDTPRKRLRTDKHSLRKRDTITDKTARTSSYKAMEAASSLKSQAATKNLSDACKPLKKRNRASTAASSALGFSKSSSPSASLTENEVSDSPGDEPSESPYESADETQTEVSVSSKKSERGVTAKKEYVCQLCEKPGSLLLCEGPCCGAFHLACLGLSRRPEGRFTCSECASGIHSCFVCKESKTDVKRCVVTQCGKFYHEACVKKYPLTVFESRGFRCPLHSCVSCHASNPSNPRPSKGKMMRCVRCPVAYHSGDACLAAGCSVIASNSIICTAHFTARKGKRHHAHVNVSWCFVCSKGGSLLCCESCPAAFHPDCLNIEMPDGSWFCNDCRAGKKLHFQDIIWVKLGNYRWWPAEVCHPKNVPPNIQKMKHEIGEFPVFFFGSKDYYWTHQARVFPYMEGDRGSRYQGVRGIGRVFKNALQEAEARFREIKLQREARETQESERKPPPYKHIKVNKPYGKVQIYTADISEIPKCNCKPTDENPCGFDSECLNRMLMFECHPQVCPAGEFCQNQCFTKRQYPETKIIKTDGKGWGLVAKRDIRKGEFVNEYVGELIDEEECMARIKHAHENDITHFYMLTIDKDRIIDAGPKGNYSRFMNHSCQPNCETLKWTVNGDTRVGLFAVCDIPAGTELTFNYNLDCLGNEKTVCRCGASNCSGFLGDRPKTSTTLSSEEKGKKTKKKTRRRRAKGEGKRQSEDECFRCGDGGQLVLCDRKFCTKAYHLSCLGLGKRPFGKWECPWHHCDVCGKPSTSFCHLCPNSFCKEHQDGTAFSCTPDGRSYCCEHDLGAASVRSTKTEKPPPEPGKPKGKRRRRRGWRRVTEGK
SUMO Mot1 rescue = yeast Mot1-301 growth rescue at high temperature, primary screen, SUMOylation pathway inhibitor project, S. cerevisiae, ATP luminescence, 38.5C. growth rescue, % at 18.8 µM. AID 2716, 2010. actives 1% (n = 320,000). S. cerevisiae Mot1-301 growth rescue; percent above DMSO median, 100 means doubled;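 active = every valid replicate shows activation above 250% relative to neutral control wells; inactive = the rest, any valid replicate at or below 250%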;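 also: OY570 slx delta 5 strain wells were the positive control but not used for scaling; some compounds called inactive have numbers as strong as hits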
Arr AP2 block = inhibitors of beta-arrestin/AP2 binding, primary screen, biochemical, GPCR trafficking, flow cytometry | AID 504490, 2011 | FITC-arrestin peptide / GST-AP2 beads; AP2 beta2 appendage carries R879A mutation | inhibition, % at 10 µM | beta-arrestin 1 C-terminal peptide binding to AP2 beta2-adaptin appendage (human) | actives 0.31% (n = 340,000);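 active = inhibition above a set limit, near 3 SD of compounds lacking own fluorescence, cut at about 54% in these data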;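 also: plate controls were DMSO wells for no effect and 5 µM unlabelled arrestin peptide for full effect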
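Assay system: GST-AP2 R879A bound to glutathione beads, E. coli-expressed; Medium: PBS with 0.05% Tween 20 and 0.1% BSA; Also added: fluorescein-tagged arrestin peptide at 50 nM final; Timing: 12 min plus 1 h, RT; Measured by: flow cytometry, FL1 (488/535 nm); Evaluation: percent drop in bead-associated FITC signal.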
SR-BI uptake up = activators of SR-BI mediated DiI-HDL uptake, primary screen, ldlA[mSR-BI] CHO cells, DiI fluorescence; 3 h; 100 = double the neutral-control signal; activation, % at 12.5 µM; actives 0.096% (n = 320,000); AID 504775, 2011;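 active = mean replicate activation of at least 60% and every replicate at or above 60%; inconclusive = mean or all-replicate condition met, but not both; inactive = mean below 60% and not all replicates reaching 60%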;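 also: 0% = median plate neutral-control signal and 100% = twice that signal; values of inactives mirror those of a sister screen read the other way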
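Assay system: LDL receptor-deficient CHO ldlA cells overexpressing murine SR-BI / Medium: BSA-supplemented, HEPES-buffered Ham's F12, pH 7.4 / Probe or stimulus: DiI-labelled HDL at 10 µg/mL final / Timing: compound with DiI-HDL co-incubation, 3 h at 37 °C / Technique: bottom-read cell fluorescence after medium removal, ex 550/em 595 nm / Measure: HDL uptake via cellular fluorescence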
PKA-R1A act = activators of PKA-R1A holoenzyme, primary screen, biochemical, fluorescence polarization, Cy5-IP20, bovine R1A, mouse PKAc; cAMP-dependent protein kinase type I-alpha regulatory subunit (Bos taurus) + …; PKA-R1A dissociation; scaled: DMSO 0%, 113 µM cGMP 100%; activation, % at 11.4 µM; actives 0.083% (n = 340,000); AID 504707, 2011;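 active = percent activation above the mean of all tested compounds plus 3 SD, cut at about 19% in these data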;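 also: higher means more PKAc released from R1A so a rise in polarization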
CDK5 inh = inhibitors of human CDK5/p35 kinase, primary screen, biochemical, single concentration; Cyclin-dependent kinase 5 (Homo sapiens) + Cyclin-dependent kinase 5 activator 1 (Homo …; Recombinant CDK5/p35, ADP-Glo luminescence, 60 min; inhibition, % at 10 µM; actives 0.01% (n = 330,000); AID 488839, 2010;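 active = highest replicate inhibition of at least 50% and at least 75% of replicates reaching 50%; inconclusive = only one of the two criteria met; inactive = both criteria failed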;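 also: plate controls were DMSO neutral control for no effect and GW8510 at 10 µM for full effect; many of its hits are not listed in these tables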
MITF TRPM1 HTS = activators of MITF-driven TRPM1 promoter reporter, primary screen, cell-based, SK-MEL-5, luciferase, single point; actives 0.75% (n = 300,000); SK-MEL-5 TRPM1-promoter luciferase, 24 h; % of positive control, neutral wells = 0; activation, % at 12.5 µM;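 active = mean activation of at least 80% with every replicate also reaching 80%; inconclusive = mean reaches 80% but some replicate falls short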;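 also: 0% = neutral control wells and 100% = parthenolide positive control wells; values of inactives mirror those of a sister screen read the other way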
PKA-R2B act = activators of PKA-R2B holoenzyme, primary screen, biochemical, fluorescence polarization, Cy5-IP20, human; cAMP-dependent protein kinase catalytic subunit beta (Homo sapiens) + cAMP-dependent …; PKA-R2B holoenzyme dissociation; R2B truncated from residue 108, S112A mutant; 0% DMSO only, 100% 113 µM cGMP; activation, % at 11.4 µM; actives 0.079% (n = 340,000); AID 504700, 2011;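 active = activation above a cutoff set at the mean over all compounds plus 3 SD, cut at about 18% in these data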;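 also: higher means more holoenzyme dissociation and a rise in polarization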
DSG3 Ab inh = inhibitors of pemphigus antibody binding to DSG3, primary screen, biochemical, bead-based, flow cytometry, scFv-GFP; Desmoglein-3 (Homo sapiens), P32926; DSG3-coupled beads, scFv-anti-DSG3-GFP binding; stronger effect = lower value; binding (percent of control), % at 10 µM; actives 0.48% (n = 310,000); AID 588358, 2011;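 active = binding more than 3 SD below its plate's average and above zero; inconclusive = below that plate limit but binding exactly zero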;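 also: hits lower antibody fragment binding to DSG3; some compounds called inactive have numbers as strong as hits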
SR-BI DiI inh = inhibitors of SR-BI mediated HDL lipid uptake, primary screen, ldlA[mSR-BI] cells, fluorescence, single point. Scavenger receptor class B member 1 (Mus musculus), Q61009. ldlA[mSR-BI] CHO cells, DiI-HDL uptake fluorescence, 3 h. inhibition, % at 12.5 µM. actives 0.96% (n = 320,000). AID 488896, 2010;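 active = mean replicate inhibition of at least 70% and a set share of replicates each scoring 70 or more; inconclusive = meets just one of the two criteria; inactive = fails both criteria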;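 also: 0% = median of neutral control wells and 100% = median of positive control wells; values of inactives mirror those of a sister screen read the other way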
* hit, by the source's call; ? = inconclusive; . = no result given. Random draw from the library; overall some 4.7% were active at least once.

SMILES	dFosB act	NSD2 HMT inh	SUMO Mot1 rescue	Arr AP2 block	SR-BI uptake up	PKA-R1A act	CDK5 inh	MITF TRPM1 HTS	PKA-R2B act	DSG3 Ab inh	SR-BI DiI inh
O=C(CSc1ncn[nH]1)NCc1ccccc1Cl	-2	1	332	26	26	10	0.1	6	-12	96	-26
CN(C)C(CNC(=O)CCNC(=O)c1ccc(Br)cc1)c1ccco1 (stereo not drawn)	-1	-4	-12	9	36	1	0.0	-12	-7	98	-36
O=C(NCC(c1ccco1)N1CCc2ccccc2C1)c1ccc(F)cc1 (stereo not drawn)	-11	2	1	19	24	-7	-1.1	0	2	103	-24
Cc1ccccc1N(Cc1ccccc1F)S(C)(=O)=O	3	-1	.	-5	-4	-5	-3.8	-4	0	96	4
CCOC(=O)c1cccc(NC(=O)C2(S(=O)(=O)c3ccc(Cl)cc3)CC2)c1	-11	-1	-4	-3	-36	-2	-2.0	1	-6	103	36
O=C(Nc1cc(C(=O)N2CCN(c3ccccc3)CC2)ccc1Cl)c1cccs1	-8	-2	-6	15	-38	-2	0.3	-9	-3	115	38
CCC(CC)C(=O)N1CC(=O)Nc2ccc(C)cc2C1c1ccccc1 (stereo not drawn)	-5	-1	-36	-7	0	4	0.4	9	-1	96	0
CCCCC(C(=O)N/N=C/c1ccccn1)C(=O)N/N=C/c1ccccn1	-7	-8	4	1	-6	-7	0.4	-6	-6	.	6
CC[N+]1=CN(c2ccccc2)C(C)=CC1(C)C	-2	9	2	-14	37	-3	-0.9	8	-15	107	-37
Cc1csc2nc(CCNS(=O)(=O)c3cccs3)cn12	-10	.	4	4	51	-2	-1.4	41	3	100	-51
O=S(=O)(c1ccc(Br)cc1)n1c(Cc2ccccc2)nc2ccccc21	2	-5	-2	-2	-3	-11	-0.7	2	-12	92	3
Cn1nc(C(F)(F)F)c2cc(C(=O)Nc3ccc(F)cc3F)sc21	-5	-2	76	-4	-56	-21	-0.8	4	-4	80	56
CCc1ncc(CN2CCCC(C(=O)Nc3cccc(-c4cccc(C)c4)c3)C2)cn1 (stereo not drawn)	-7	-3	-8	-4	-21	-5	-0.7	-16	4	107	21
Cc1cc(NC(=O)c2cnn3c(C(F)(F)F)cc(-c4ccc(Br)cc4)nc23)no1	-4	0	14	6	-77	-16	3.5	-1	-7	.	77*
COc1ccc(S(=O)(=O)N2CCC(C(=O)NC3CC3)CC2)cc1Cl	2	3	4	23	13	-3	0.3	.	-3	98	-13
O=C(OCC(=O)N1CCOCC1)c1ccccc1OCc1ccccc1	-3	-1	0	-4	-12	0	-0.4	16	4	.	12
COc1ccc(C(=O)Nc2ccccc2C(=O)NCCN2CCOCC2)cc1OC	-10	-3	424*	-3	2	-3	1.1	-3	1	111	-2
O=C(CSc1nc(=O)n2cc(Cl)ccc2n1)Nc1ccc2c(c1)OCCO2	-6	3	7	36	21	-1	0.6	21	9	114	-21
Cc1ccc(-n2c(C)c3c(C)nnc(C)c3c2C)cc1N	10	11	-12	5	-4	-9	-1.1	4	-7	109	4
O=C(CN1CCN(Cc2ccccc2)CC1)Nc1cccc(C(F)(F)F)c1	-6	-1	-9	-3	17	-5	0.9	.	5	111	-17
O=C(COC(=O)c1ccc(Cl)nc1)Nc1ccc(S(=O)(=O)N2CCCC2)cc1	-16	11	3	-2	-14	-9	0.0	9	-10	92	14
O=C(CNC(=O)c1ccccc1)OCC(=O)c1ccc(Cl)s1	7	1	6	47	20	-2	-1.0	-1	8	107	-20
CCCCOc1ccc(C(=O)N/C(=C\c2cccc([N+](=O)[O-])c2)C(=O)OCCC)cc1	-3	-1	-7	5	-25	7	0.6	-5	4	.	25
N#Cc1ccc(-c2csc(NC(=O)/C=C/c3cccs3)n2)cc1	?	1	7	10	-56	-1	-1.7	9	2	93	56
CN(CCN1CCc2ccccc2C1)Cc1nc(Cc2ccccc2F)no1	-2	-2	.	-14	6	1	-0.6	-4	0	117	-6
CCOc1ccc(C(C)=O)cc1COC(=O)CN1C(=O)NC2(CCCC2)C1=O	1	0	7	3	-28	-4	-0.4	1	-12	104	28
CCOC(=O)c1c(C)c(C(=O)NCc2ccc3c(c2)OCO3)c(C)n1CC	-7	1	20	6	-18	8	0.4	-18	3	.	18
O=C(CC1CCCCC1)NC1CCCC1	-5	-2	-6	-8	5	1	-0.5	.	-12	106	-5
COC(=O)c1ccc(N2CCN(C)CC2)c(NC(=O)c2cccs2)c1	-7	5	1	-3	-19	-6	-0.2	-4	-2	99	19
O=c1nc2s/c(=C\c3ccco3)c(=O)n2nc1Cc1ccc(F)cc1	-6	-2	8	11	22	-4	-0.4	-2	-10	105	-22
CC1CC(C)CN(CCC(=O)Nc2ccc(Br)cc2)C1 (stereo not drawn)	4	-1	10	35	12	-7	0.0	.	-15	108	-12
CCOc1ccc(/C(O)=C2\C(=O)C(=O)N(CCN(C)C)C2c2cc(OC)ccc2OC)cc1Cl (stereo not drawn)	-7	0	.	16	10	-5	-1.2	-1	-5	112	-10
CC1CCCN(C(=O)CN(C)S(=O)(=O)c2cccc3nsnc23)C1 (stereo not drawn)	-3	2	-5	0	2	-10	-3.5	12	-1	105	-2
CCCCOc1ccccc1C(=O)NCCCC(=O)O	4	-1	7	3	7	-15	-0.1	.	-5	101	-7
CCOC(=O)c1c(C)n(CC)c2ccc(OC(=O)c3ccc([N+](=O)[O-])cc3)cc12	-5	0	60	40	-35	-22	-0.3	5	-16	95	35
Cc1ccc(C2(c3ccc(C)cc3)NC(=O)N(CC(N)=O)C2=O)cc1	-9	0	2	13	.	7	0.5	15	-3	104	.
CN(C)C(=O)c1ccc(-c2cc(C(F)(F)F)n(C)n2)s1	-3	-1	-15	38	1	-6	1.3	.	2	.	-1
Cc1nonc1-c1ccc2c(c1)OCO2	-4	-6	-3	11	-5	-19	0.7	-4	-7	87	5
O=C(NCc1ccc(C(=O)O)cc1)OCc1ccccc1	2	0	-13	4	1	8	-0.5	9	4	107	-1
Cc1[nH]n(C(N)=S)c(=O)c1N=Nc1cc(C(F)(F)F)ccc1Cl	-1	-3	-11	27	-28	-1	-2.3	2	0	.	28
Nc1ncnc2c1nc(Sc1ccc(Cl)cc1)n2[C@@H]1O[C@@H]2COP(=O)(O)O[C@H]2[C@H]1O	0	.	5	1	6	107*	-0.6	10	106*	109	-6
O=C(Nc1nccs1)C1(S(=O)(=O)c2ccc(Cl)cc2)CC1	1	1	8	26	11	5	-1.2	-3	-4	108	-11
COc1ccc(C(=O)Nc2nc(-c3ccc(S(=O)(=O)N4CCOCC4)cc3)cs2)cc1	1	-3	-20	1	-45	11	-1.5	-23	-4	92	45
Cc1cc(C(=O)N2CCN(c3ccc([N+](=O)[O-])cc3)CC2)co1	-1	5	-7	31	-12	1	-0.6	-8	-8	96	12
O=S(=O)(c1ccc(Br)cc1)N1CCCN(Cc2ccccc2F)CC1	-7	1	15	-53	-8	8	1.4	-1	0	103	8
COc1ccc(C(=O)Nc2cnc(NC(=O)c3cccs3)cc2C)cc1	-15	1	14	-4	-27	-5	1.3	14	-4	104	27
O=C(N/N=C/c1cccc2ccccc12)c1cc2ccccc2o1	20*	-1	.	2	-15	-7	0.0	-2	-10	106	15
CCOC(=O)C(c1ccccc1)N1CCN(c2ccc(OC)cc2)CC1 (stereo not drawn)	-9	-1	61	2	1	-4	0.6	-1	1	102	-1
O=C(Cn1cccn1)N1CCCC(Nc2ccc(F)c(F)c2)C1 (stereo not drawn)	-3	1	41	6	.	3	1.1	-1	-5	109	6
CC(C)=CCC/C(C)=C/CNC(=O)C[C@H]1C[C@H](C(=O)N2CCOCC2)[C@@]2(CCC3CCCC3)c3[nH]c4cc(CCC(=O)N(C)C)ccc4c3CCN2C1=O	-19	.	.	3	13	-1	0.9	-16	2	96	-13
(further entries)
SMILES	dFosB act	NSD2 HMT inh	SUMO Mot1 rescue	Arr AP2 block	SR-BI uptake up	PKA-R1A act	CDK5 inh	MITF TRPM1 HTS	PKA-R2B act	DSG3 Ab inh	SR-BI DiI inh
O=C(Cn1nc(-c2ccc(Cl)cc2)ccc1=O)NCc1ccc2c(c1)OCO2	4	.	-14	9	2	-1	-1.9	-6	-4	98	-2
Cc1c(CCC(=O)NC2CC2)c(=O)oc2cc(O)ccc12	0	.	2	-5	7	5	-1.6	-3	-3	.	-7
Cc1ccccc1-n1nnnc1SCc1cc(=O)n2ccsc2n1	-8	.	2	12	.	-5	-1.1	-6	-8	82	.
COc1ccccc1CNC(=O)C(CC(C)C)NC(=O)C1CCC(C)CC1 (stereo not drawn)	-2	-7	-4	1	-32	5	1.0	.	-12	103	32
O=C(Cn1cnc2ccccc21)Nc1ccc(F)c(F)c1	-10	-5	-7	18	16	-2	0.4	7	-1	.	-16
O=C(Nc1cccc(C(=O)O)c1)/C(=C\c1ccc(F)cc1)NC(=O)c1ccco1	-3	3	-14	-13	.	-4	0.2	12	-3	109	.
